Compound activity deposited in PubChem by Sanford-Burnham Center for Chemical Genomics.
Artemis inh = Artemis (human) endonuclease inhibition; Q96SD1; recombinant Artemis, quenched FAM hairpin cleavage fluorescence; inhibition, % at 10 µM; 30,000 compounds, 0.78% hits;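 active means at 10 µM dose, at least 30% inhibition, measured as corrected fluorescence normalized to stimulator and neutral control wells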
Target sequence (Q96SD1 whole entry, looked up): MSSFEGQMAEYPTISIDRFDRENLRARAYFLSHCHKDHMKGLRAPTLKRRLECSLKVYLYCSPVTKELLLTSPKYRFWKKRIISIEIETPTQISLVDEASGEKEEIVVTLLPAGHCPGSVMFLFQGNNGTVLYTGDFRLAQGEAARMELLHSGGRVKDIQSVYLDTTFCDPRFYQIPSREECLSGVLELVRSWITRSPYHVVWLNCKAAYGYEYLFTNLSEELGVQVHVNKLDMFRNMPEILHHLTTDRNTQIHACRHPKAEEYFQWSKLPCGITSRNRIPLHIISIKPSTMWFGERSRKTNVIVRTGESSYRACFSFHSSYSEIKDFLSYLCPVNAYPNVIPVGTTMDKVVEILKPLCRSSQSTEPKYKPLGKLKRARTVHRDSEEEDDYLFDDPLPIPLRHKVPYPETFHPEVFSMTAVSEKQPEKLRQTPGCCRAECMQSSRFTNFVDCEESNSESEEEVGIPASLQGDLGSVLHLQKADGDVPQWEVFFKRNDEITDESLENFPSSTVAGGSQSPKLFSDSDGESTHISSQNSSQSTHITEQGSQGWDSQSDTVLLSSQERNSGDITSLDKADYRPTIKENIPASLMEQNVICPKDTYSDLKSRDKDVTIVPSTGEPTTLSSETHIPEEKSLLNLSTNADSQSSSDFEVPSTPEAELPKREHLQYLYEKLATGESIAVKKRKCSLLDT
An asterisk follows results filed as active.

SMILES | Artemis inh
COc1ccc(CC(=O)Nc2nc3n(n2)C(c2ccccc2)CC(=O)N3)cc1OC (centres undefined) | -13
CC(=O)N(/N=C1\Sc2ccccc2C1=O)c1cccc(C)c1 | 36*
Cc1cc(OC(=O)c2ccccc2Br)cc(=O)n1C | 16
CC(C)NC(=O)CSCc1c(Cl)cccc1Cl | 1
Cc1cccc2cc(CN(CCCO)C(=O)Nc3cccc(Cl)c3)c(=O)[nH]c12 | 12
CC(/C=C/C(=O)c1ccc(C)cc1)=C\c1ccccc1 | -4
Cc1ccsc1/C=N/N1CCN(C2c3ccccc3-c3ccccc32)CC1 | -7
COc1ccc(C(=O)c2no[n+]([O-])c2C(=O)c2ccc(OC)cc2)cc1 | 16
OC1C2(Cc3ccccc3)CN3CCN(C2)CC1(Cc1ccccc1)C3 (centres undefined) | -3
COc1ccc(C)cc1NC(=O)CN1CCN(CC(=O)Nc2ccccc2F)CC1 | 3
N#Cc1nc(Cc2cccc3ccccc23)oc1NCc1ccc(F)cc1 | 12
N#Cc1nc(-c2cccs2)oc1NCc1ccc2c(c1)OCO2 | 4
CCN(C(=O)Cn1c(=O)oc2ccccc21)C1CCS(=O)(=O)C1 (centres undefined) | -8
O=C(CSc1nc(-c2ccco2)cc(C(F)(F)F)n1)N1CCN(c2ccc(Cl)cc2)CC1 | 13
O=c1[nH]c2ccccc2n2c(-c3ccncc3)nnc12 | -8
CCN(CC)CCCN(Cc1cc2cc(OC)ccc2[nH]c1=O)C(=O)Nc1ccc(F)cc1 | 5
Cc1nc(C#N)c(NCc2ccc3c(c2)OCO3)o1 | 2
COc1ccccc1-c1cc(C(=O)N/N=C/c2sccc2C)c2ccccc2n1 | 8
COc1ccc(CNC(=O)/C=C/c2ccc(OCCCF)cc2)cc1OC | 1
CCCCCCn1c(NCC)nc2c1c(=O)n(C)c(=O)n2C | -1
COc1ccc(NC(=O)N(CCN2CCCC2)Cc2cc3cc(OC)c(OC)cc3[nH]c2=O)cc1 | 13
O=C1CN(C(=O)CC2c3ccccc3-c3ccccc32)CC(=O)N1 | -1
Cc1cc(C)n(-c2nc(-c3cccc(Cl)c3)cs2)n1 | -4
CCOC(=O)N1CCN(C(=O)C(C)N(c2ccc(Oc3ccccc3)cc2)S(C)(=O)=O)CC1 (centres undefined) | 0
Cc1cc(/C=N/n2cnnc2)c(C)n1-c1ccc(OCc2ccc(Cl)cc2)cc1 | 33*
CCc1cc2c(=O)[nH]c(Cc3ccccc3)nc2s1 | -13
CC(=O)/C(=C\Nc1ccc(OCc2ccccc2)cc1)c1ccccc1 | -2
O=C1/C(=C/c2cccc(F)c2)CSc2sccc21 | 8
CSc1nc(-c2ccc(Cl)cc2)nn1S(=O)(=O)c1ccccc1 | -12
CC(CN1CCCCC1)OC(=O)c1ccc(Cl)cc1 (centres undefined) | 2
CSc1cccc(NC(=O)c2ccco2)c1 | 0
CCOC(=O)c1c(C)n(C)c2ccc(OC(=O)c3ccco3)cc12 | 2
CCc1ccc(NC(=O)NCCN2CCc3ccccc3C2)cc1 | 2
O=C(CSc1nnc(-c2ccc3c(c2)OCCO3)o1)N1CCCC1 | -2
CCCC(=O)Nc1sc2c(c1C#N)CCCCC2 | -3
CS(=O)(=O)N(CC(=O)NCc1ccc(Cl)cc1)C1CCCCC1 | 4
COc1ccc(NC(=O)CN(C)C(=O)c2ccc(C)s2)cc1 | -2
CCCC(=O)N(CCN(Cc1ccccc1)C(=O)CCC)Cc1ccccc1 | 1
O=C(c1ccccc1)n1c(=S)nc2ccccn21 | -5
Cc1ccc(NC2=Nc3ccccc3N3C2=Nc2c(c(C)nn2-c2ccccc2)C3c2ccc(O)c(O)c2)cc1 (centres undefined) | 17
COc1ccc(-c2c(C(C)=O)c(C)nc3sc4c(c23)NC(c2ccccc2)NC4=O)cc1 (centres undefined) | 0
O=C(Oc1oc(-c2ccco2)nc1C=Nc1ccccc1)c1ccco1 | 10
CC1CCCC(NC(=O)CSc2nnc(N)s2)C1C (centres undefined) | -1
O=C(Nc1ccc(F)cc1)N(Cc1nnc2n1CCCCC2)c1ccccc1 | -5
COC(=O)c1ccc(COc2ccc(C3C4=C(CCCC4=O)Nc4onc(C)c43)cc2)cc1 (centres undefined) | 20
CC1(C)CC(=O)C2=C(C1)NC(=O)CC2c1cc2c(cc1Br)OCO2 (centres undefined) | -2
Cc1cnc(NC(=O)CSc2c(Cl)cccc2Cl)s1 | -5
COc1cc(OC)cc(C(=O)Nc2ccccc2NC(C)=O)c1 | 0
CCN(CC(=O)NCc1ccccn1)S(=O)(=O)c1ccc(Cl)cc1 | 3
Cn1c(-c2ccccc2O)cc2ccccc21 | 8
O=C(Nc1ncnc2sc3c(c12)CCCCC3)c1ccco1 | 3
CCOc1cc(C)c(C(C)C)cc1S(=O)(=O)n1ccc(C)n1 | 6
CC(C)(C)C(=O)Nc1ccc(C(=O)NNC(=O)Cc2ccccc2)cc1 | 2
c1ccc(-n2nnnc2NCCCN2CCOCC2)cc1 | -3
CCOc1ccc(CCNC(=O)C2CCCN(c3nn4c(=O)cc(C)nc4s3)C2)cc1 (centres undefined) | 5
COc1ccc(NC2CC(=O)N(CCc3ccccc3)C2=O)cc1 (centres undefined) | 1
CCOC(=O)c1sc(NC(=O)c2ccc(Br)o2)cc1C | 8
COc1ccc2[nH]c(=O)c(CN(C(=O)c3ccccn3)C3CCCCC3)cc2c1 | 8
CCOC(=O)CSc1nnc(CNc2cccc(Cl)c2)n1C | 4
Cc1c(NC(=O)CN2CCN(C(c3ccccc3)c3ccccc3)CC2)c(=O)n(-c2ccccc2)n1C | -1
(continued)
SMILES | Artemis inh
CCOc1ccc(N(C)S(=O)(=O)c2ccc3[nH]cc(C(=O)NCC4CCCO4)c(=O)c3c2)cc1 (centres undefined) | 2
Cc1ccc(Cn2ccc(NC(=O)c3nc4ncccn4n3)n2)cc1 | -14
Cc1ccnc(SCCn2c(Br)nc3c2c(=O)[nH]c(=O)n3C)n1 | 3
O=C(Nc1ccc2nn(-c3ccccc3)nc2c1)c1cccnc1 | 14
CC(C)CC(c1nnnn1C1CCCC1)N1CCN(c2ccccc2F)CC1 (centres undefined) | 8
CCC(=O)c1ccc(OCC(=O)N2CCc3cc(OC)c(OC)cc3C2)cc1 | -6
Cc1ccc(-c2noc(-c3ccccc3C(=O)N3CCN(C)CC3)n2)cc1 | -1
O=C(Nc1ncccn1)c1cccs1 | 4
Cc1ccc(S(=O)(=O)N2CCOCC2)cc1C(=O)N1c2ccccc2Sc2ccccc21 | 7
O=C(CCc1nc(-c2ccccc2F)no1)NCCN1CCc2ccccc2C1 | 4
CCc1noc(N)c1C(=O)Nc1ccc(F)c(Cl)c1 | -1
CCS(=O)(=O)c1ccc(C(=O)Nc2cccc(Cl)c2)c(Cl)c1Cl | -8
COc1ccc(/C=N/NC(=O)c2ccccc2O)cc1Cn1cc(Cl)cn1 | 8
Cc1ccc(S(=O)(=O)N(C)CC(=O)N2CCCC2)cc1 | -1
Oc1ccc2ccccc2c1C=Nc1ccccc1-c1nc2ccccc2[nH]1 | 14
COc1ccc(NC(=O)c2ccc3snnc3c2)cc1 | 8
O=C(CSc1cccc2cccnc12)N1CCCC1 | 4
Cc1ccc(S(=O)(=O)CC(=O)c2ccc(C)c([N+](=O)[O-])c2)cc1 | 4
Cc1ccccc1NC(=O)N(C(C)C)C(C)C | 1
O=C(C1CC1)N1CCN=C1SCc1ccc(Cl)cc1 | 5
O=c1[nH]c2sc3c(c2c(=O)n1Cc1ccccc1)CCC3 | 6
O=C(O)CCNc1nc(-c2ccccc2)nc2ccccc12 | -2
O=C(c1cc2c(s1)CCC2)N1C(=O)c2ccccc2S1(=O)=O | -1
Cc1ccc(-c2onc3ccc(C4(C)OCCO4)cc23)cc1 | 3
CCOC(=O)c1coc(CNC(=O)c2c(C)oc3c2CCCC3)c1 | 7
O=C(COC(=O)Cn1cnc2ccccc21)Nc1ccc2c(c1)OCCO2 | -8
CCn1c(CNC(=O)c2ccc(OC)c(OC)c2)nnc1SCC(=O)c1ccc(OC)cc1 | 2
Nc1nnc(CC(=O)N/N=C/c2cccc([N+](=O)[O-])c2)s1 | 19
Cc1cc(C)c(S(=O)(=O)c2ccccc2)c(Cl)n1 | 4
CCOC(=O)C(NC(=O)OC(C)C)(Nc1nccs1)C(F)(F)F (centres undefined) | -4
Cc1ccccc1NC(=O)CSc1nnc(Cc2ccccc2)o1 | -8
O=C(CSC1=NCCS1)N1CCCCCC1 | -6
Cn1c(N)c(C(=O)COC(=O)CCCc2c[nH]c3ccccc23)c(=O)n(C)c1=O | 2
Nc1ncnc2c1ncn2CCNCCc1ccccc1 | 3
Cc1[nH]c2ccccc2c1-c1nc2ccccc2[nH]1 | 1
CCOC(=O)C1=C(N)n2c(s/c(=C\c3cccs3)c2=O)=C(C(=O)OCC)C1c1cccs1 (centres undefined) | 5
COc1ccc(/C=C2\SC(=S)N(NC(=O)c3csc4c3CCCC4)C2=O)cc1 | -1
COc1ccnc(N=CNOCc2ccc(F)cc2Cl)c1C#N | 7
Cc1ccc(C(=O)CSc2nnc(-c3ccco3)n2CC2CCCO2)cc1 (centres undefined) | 1
Cc1ccc2[nH]c3c(NCCN4CCOCC4)ncnc3c2c1 | 3
O=C(OC1CCCCC1)c1ccc(NC(=O)C2CCCCC2)cc1 | 8
O=C(C1CCCN(S(=O)(=O)c2cccc3nonc23)C1)N1CCC(Cc2ccccc2)CC1 (centres undefined) | -1
CC12CN(C(=O)c3ccccc3)C3(C#N)CC1CCC23C (centres undefined) | -4
COc1ccc(C2(C(=O)NCC3CCCO3)CCOCC2)cc1 (centres undefined) | 6
CCCCCCC(=O)NCC(=O)OCC(=O)c1ccccc1 | -5
CC(C)=C1C2CCC1C1C(=O)N(c3nc(-c4ccc(C(C)C)cc4)c(C)s3)C(=O)C21 (centres undefined) | 11
Cn1c(CSCc2ccc(F)cc2)nnc1SCC(=O)N1CCN(c2ccccc2)CC1 | 18
CSc1nc(=NC(C)=O)ss1 | 0

Molecules shown so far that have a furan ring, fused or not (8):
SMILES | Artemis inh
O=C(CSc1nc(-c2ccco2)cc(C(F)(F)F)n1)N1CCN(c2ccc(Cl)cc2)CC1 | 13
CSc1cccc(NC(=O)c2ccco2)c1 | 0
CCOC(=O)c1c(C)n(C)c2ccc(OC(=O)c3ccco3)cc12 | 2
O=C(Oc1oc(-c2ccco2)nc1C=Nc1ccccc1)c1ccco1 | 10
O=C(Nc1ncnc2sc3c(c12)CCCCC3)c1ccco1 | 3
CCOC(=O)c1sc(NC(=O)c2ccc(Br)o2)cc1C | 8
CCOC(=O)c1coc(CNC(=O)c2c(C)oc3c2CCCC3)c1 | 7
Cc1ccc(C(=O)CSc2nnc(-c3ccco3)n2CC2CCCO2)cc1 (centres undefined) | 1

Remaining list, next part
SMILES | Artemis inh
COc1ccc(CN2C(=O)NC3(CCCCCC3)C2=O)cc1F | 2
O=C(COc1ccccc1Cl)Nc1ccc2c(c1)OCCO2 | -3
Cc1c(N(C)C)nc2ccccc2c1N | -22
Clc1ccc(-c2nnc(CSc3nnc(-c4cccs4)o3)o2)cc1 | -3
CC(=O)c1sc(N)c(C(=O)OC(C)C)c1C | -7
O=C(Cn1cncn1)N/N=C/c1c2ccccc2cc2ccccc12 | -6
Cc1ccc(NCN2C(=O)C3C4C=CC(C4)C3C2=O)cc1 (centres undefined) | 8
Cc1ccc(-c2c3c(=O)n(C)c(=O)n(C)c3cn2-c2ccccc2O)cc1 | 5
CCOc1ccc(C(=O)CCN2CCCCC2)cc1 | -4
CNc1nc(-c2c[nH]c3ccccc23)cs1 | 38*
Cn1c(=O)c2c(=O)cc(NNC(=O)C(C)(C)C)[nH]c2n(C)c1=O | 6
COc1cccc(-c2nc(-c3ccc(NC(=O)c4cccs4)cc3)no2)c1 | -1
O/N=C\c1cccn1-c1ccc(Br)cc1 | 9
CS(=O)(=O)N1CCC(C(=O)Nc2cccc(C(F)(F)F)c2)CC1 | -4
COc1ccc(S(=O)(=O)NCC2CCC(C(=O)N3CCC4(CC3)OCCO4)CC2)cc1 (centres undefined) | -8
CCCn1c(SCC(N)=O)nnc1-c1ccco1 | 1
CCOC(=O)c1c(N)sn(-c2ccccc2)c1=S | -7
CCCCCn1c(SCCC(C)C)nc2c1c(=O)[nH]c(=O)n2C | 2
CCc1nnc(NC(=O)c2ccc(Cl)c(S(=O)(=O)N3CCc4ccccc43)c2)s1 | 13
COc1cc2c(cc1OC)C1(CCCC1)C(N)=C2C#N | 19
CN(C)S(=O)(=O)c1ccc(C(=O)NCCSc2ccccc2)cc1 | -1
COC(=O)c1cccc(Nc2nc3ccccc3nc2C)c1 | -12
CC1CC(C)(C)NC(=S)S1 (centres undefined) | -4
O=C(NCC(=O)N(c1ccccc1)C(C(=O)NC1CCCC1)c1ccncc1)c1ccco1 (centres undefined) | -3
Cc1ccccc1C(=O)c1cccn1CC(=O)NCc1ccco1 | 17
CN1CCN(Cc2c(O)ccc3c2oc(=O)c2ccccc23)CC1 | -4
CC1CC1C(=O)Nc1nc(-c2ccccn2)cs1 (centres undefined) | -2
CCOC(=O)c1sc2nccc(N(C)C)c2c1N=CN(C)C | 1
CCOC(=O)c1ccc2c(c1)n(CCO)c(C)[n+]2CC | -5

Some of the entries so far, with each value named:
mol: CN1CCN(Cc2c(O)ccc3c2oc(=O)c2ccccc23)CC1
  Artemis inh: -4

mol: CC1CC1C(=O)Nc1nc(-c2ccccn2)cs1 (centres undefined)
  Artemis inh: -2

mol: CCOC(=O)c1sc2nccc(N(C)C)c2c1N=CN(C)C
  Artemis inh: 1

mol: CCOC(=O)c1ccc2c(c1)n(CCO)c(C)[n+]2CC
  Artemis inh: -5

These rows are one share of the data; the hit share may differ from the screen's.
